UDG counterscr – Primary qHTS assay for inhibitors of Activation Induced Cytidine Deaminase (AID): UDG Counterscreen signal; Uracil-DNA glycosylase; 0.14% of 91,000 active; FRET deamination/UDG coupled assay, UDG read, 4 h; Potency, µM (doses to about 115 µM), without a hit: at the top dose activity change, negative = inhibition, actives largely listed as inhibitors; also: nearly all actives have a fitted effect of over 65% in size
AID inhibitor – Primary qHTS assay for inhibitors of Activation Induced Cytidine Deaminase (AID): AID signal; 0.32% of 91,000 active; Potency, µM (top dose mostly 115 µM), for the others: at the top dose activity change, negative = inhibition, usual class: inhibitors; Single-stranded DNA cytosine deaminase (Homo sapiens), Q9GZX7; AID 1347428, 2020; AID deamination FRET fluorescence, UDG-coupled, 4 h; also: nearly all actives have a fitted effect of over 25% in size
Target sequence (Q9GZX7 whole entry, looked up): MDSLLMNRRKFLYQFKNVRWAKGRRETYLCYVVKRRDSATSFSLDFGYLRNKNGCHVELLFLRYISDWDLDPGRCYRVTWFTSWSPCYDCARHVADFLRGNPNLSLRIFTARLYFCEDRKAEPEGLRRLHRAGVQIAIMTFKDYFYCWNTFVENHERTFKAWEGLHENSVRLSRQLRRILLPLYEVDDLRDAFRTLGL
Numbers without * were called inactive; ? = inconclusive; [ ] = another dose, or the depositor's remark. Calls follow the shape of the dose curve; as a rule, active = well fitted curve in the direction sought with a large enough effect; inconclusive = small, poorly fitted or top-dose-only effect, or another doubt; inactive = no such curve, though single readings can be large; an effect the other way counts as inactive or inconclusive. % is scaled to controls: 0 for no effect and ±100 for the full control effect; potency is read from the fitted curve at half-maximal effect.

Every second line gives: UDG counterscr, AID inhibitor
- CC(C)n1nc(C(=O)Nc2nc(-c3ccc(F)cc3)cs2)c2ccccc2c1=O
→ 0%, 1%
- COc1ccc(C2=Nc3ccccc3N(CC(=O)Nc3cccc(C(C)=O)c3)C(=O)C2)cc1
→ 13%, -13%
- COc1ccc(CNC(=O)CCc2cn(Cc3cc(C)ccc3C)c3ccccc23)cc1OC
→ 4%, -5%
- CC1=C(C(=O)Nc2cccc(F)c2)C2(CCCCCC2)OC1=O
→ -7%, 23%
- CCCC(=O)n1nc(-c2cccnc2)nc1NCc1ccc(OC)cc1
→ 3%, -9%
- C=C(C)COc1cc(C)cc2oc(=O)c(CC(=O)NCCc3ccc(S(N)(=O)=O)cc3)c(C)c12
→ 0%, -7%
- C=C(C)CN(CC)C(=O)CCc1ccco1
→ -3%, -8%
- CCOCCCNC(=O)C(NC(=O)C1CCC(C)CC1)C(C)C (configuration not stated)
→ 12%, 32%[activator]
- Fc1cc(Br)ccc1OCc1nnc(C2CC2)o1
→ 5%, -9%
- CC(C)Cc1nc2sc3c(NCC(C)O)ncnc3c2c2c1CCC2 (configuration not stated)
→ 14%, 11%
- Cc1oc(-c2ccccc2Cl)nc1CS(=O)CC(=O)NCc1ccc(Cl)cc1 (configuration not stated)
→ 8%, -2%
- COc1ccc(C(=O)COC(=O)c2cc(C)nc3ccccc23)cc1
→ -1%, 2%
- COc1ccc(NC(=O)c2c(C)oc3ccc(O)c(CN4CCCC(C)C4)c23)cc1Cl (configuration not stated)
→ -3%, -17%
- COc1cccc(CNC(=O)CCNS(=O)(=O)c2ccc3c(c2)CCCC(=O)N3)c1
→ 11%, 37%[activator]
- CCC(Sc1nnc(C)n1-c1ccc(C)cc1)C(=O)Nc1cc(C)on1 (configuration not stated)
→ 3%, 4%
- CCN(C(=O)C1CCCO1)C1CC1 (configuration not stated)
→ -6%, 3%
- CCCCOc1ccc(C(=O)NCCc2sc(-c3ccc(OC)c(OC)c3)nc2C)cc1
→ 3%, 2%
- NC(=O)c1cc(S(=O)(=O)N2CCN(c3ccc(F)cc3)CC2)cs1
→ 1%, -4%
- CN(C(=O)COc1ncnc2ccc(Br)cc12)c1ccccc1
→ -8%, 4%
- N#Cc1nc(-c2ccc(OCc3ccc(Cl)cc3)cc2)oc1NCCN1CCOCC1
→ -8%, -12%
- O=C(Nc1ccc(F)cc1)[C@@H](c1ccccc1)N1Cc2ccccc2C1=O
→ -5%, -18%
- COc1ccc(OC)c(NC(=O)/C=C/c2ccc(C)o2)c1
→ -8%, ?
- Cc1nc2ccc(C(=O)NCC(C)(C)CN(C)C)cc2nc1C
→ -6%, 47%[activator]
- Cc1ccc(/C=N/NC(=O)C(c2ccccc2)c2ccccc2)s1
→ 6%, -7%
- CC(C)NC(=S)NNC(=O)C(C)C
→ 4%, 6%
- CCN1CCN(c2nc(Nc3ccc(OC)cc3)c3nccnc3n2)CC1
→ 4%, 3%
- COc1ccc(OC)c(CNC(=O)C2CCCN(c3ncnc4onc(-c5ccc(F)cc5)c34)C2)c1 (configuration not stated)
→ 4%, 11%
- COc1cc(C(=O)OCc2cccc(C#N)c2)cc(OC)c1C
→ 0%, -5%
- Cn1c(=O)c2c(n3ncnc13)NC(=O)CC2c1cccc(F)c1 (configuration not stated)
→ -5%, 2%
- CCCCN(C)CCCNC(=O)c1cc(=O)[nH]c2ccc(S(=O)(=O)N3CCCCC3)cc12
→ -1%, 2%
- CCc1ccc(NC(=O)N2CCN(c3nnc(C)c4c(C)n(-c5ccc(Cl)cc5)nc34)CC2)cc1
→ ?, ?
- COc1ccccc1NC(=O)CSc1ccc(-c2sc(C)nc2C)nn1
→ 3%[57.5 µM], 4%
- CCc1cccc(C)c1NS(=O)(=O)c1ccc2c(c1)CC(C)N2C(=O)C1CC1 (configuration not stated)
→ 5%, -16%
- COc1ccc(NC(=O)C(CC(C)C)NS(=O)(=O)c2ccc3c(c2)oc(=O)n3C)cc1Cl (configuration not stated)
→ -5%, 10%
- CNC(=O)NC(=O)COc1ccc(C(=O)c2ccc(F)cc2)cc1
→ -14%, -6%
- CCc1cccc2c1NC(=O)C2(O)CC(=O)c1ccc(Br)cc1 (configuration not stated)
→ -2%, -13%
- Fc1ccc(-c2noc3ncnc(Nc4ccc(F)cc4F)c23)cc1
→ -1%, -9%
- O=C(Nc1nc(-c2cc3ccccc3oc2=O)cs1)c1ccccc1
→ -8%, -27%
- COCCCNC(=O)CC1CCCC1
→ -1%, 8%
- COc1cccc(NC(=O)CN2C(=O)CC(c3ccco3)Sc3ccccc32)c1 (configuration not stated)
→ -3%, ?
- CCOc1ccc(/C=C/c2nc(C#N)c(N(C)C)o2)cc1
→ -11%, -29%
- CCCCCOc1ccc(S(=O)(=O)c2ccc(OCCCCC)cc2)cc1
→ -7%, -4%
- O=C(O)/C=C/c1cc(Cl)ccc1OC(F)F
→ -5%, -4%
- Cc1ccc2c(CC(=O)NCC34CC5CC(CC(C5)C3)C4)coc2c1
→ 4%, -3%
- O=C(Nc1ccc(F)cc1)C1CC(=O)N(Cc2ccccn2)c2nc3ccccc3n21 (configuration not stated)
→ -7%, -8%
- O=C(Cc1ccc(Cl)cc1)Nc1ccc2oc(-c3ccc(F)cc3)nc2c1
→ -3%, 5%
- CN(C)CCNC(=O)C(=O)Nc1cccc2[nH]ccc12
→ 3%, 18%
- O=C(CSc1ncc2c(n1)-c1ccccc1N(Cc1ccc(Cl)cc1)S2(=O)=O)c1ccccc1
→ -17%, 1%
- Cc1ccc2nc(/C(C#N)=C\c3ccccc3OCc3ccccc3Cl)[nH]c2c1
→ 5%, -9%
- COc1cc(NC(=O)CCCOc2cc(=O)n(C)c3ccccc23)cc(OC)c1OC
→ -11%[57.5 µM], -10%[57.5 µM]
- COc1ccccc1CNc1ncnc2onc(-c3ccc(Cl)cc3)c12
→ -1%, 0%
- COc1cccc(-c2nc(CS(=O)CC(=O)N3CCN(c4cccc(C(F)(F)F)c4)CC3)c(C)o2)c1 (configuration not stated)
→ -14%[57.5 µM], 45µM*
- Cn1c(=O)[nH]c2cc(-c3noc(-c4ccc(C#N)cc4)n3)ccc21
→ -7%, -15%
- Cc1cc(Cl)ccc1NC(=O)c1cc(S(=O)(=O)N2CCOCC2)cn1C
→ 5%, -3%
- CC(C)CCNC(=S)NCc1ccco1
→ 5%, 16%
- CCc1ccc2c(c1)NC(c1ccc(F)cc1)=NC(c1ccncc1)=N2
→ -22%, -27%
- COc1ccccc1CN(C)C(=O)Cn1c(=O)n(C)c2ccccc21
→ 1%, -1%
- CC(=O)Nc1cccc(NC(=O)c2cccc3c(=O)c(C)c(-c4ccccc4)oc23)c1
→ -3%, -12%
- O=C(O)CNC(=O)c1cc(-c2ccccn2)nc2ccccc12
→ 6%, 7%
- CSc1nn(Cc2ccc(Cl)cc2)c(N(C(C)=O)C(C)=O)c1S(=O)(=O)c1ccccc1
→ -10%, -16%

Part of the list above, reformatted:
Compound | UDG counterscr | AID inhibitor
COc1cccc(CNC(=O)CCNS(=O)(=O)c2ccc3c(c2)CCCC(=O)N3)c1 | 11% | 37%[activator]
CCC(Sc1nnc(C)n1-c1ccc(C)cc1)C(=O)Nc1cc(C)on1 (configuration not stated) | 3% | 4%

Entries above containing a cyano group (five):
Every second line gives: UDG counterscr, AID inhibitor
- N#Cc1nc(-c2ccc(OCc3ccc(Cl)cc3)cc2)oc1NCCN1CCOCC1
→ -8%, -12%
- COc1cc(C(=O)OCc2cccc(C#N)c2)cc(OC)c1C
→ 0%, -5%
- CCOc1ccc(/C=C/c2nc(C#N)c(N(C)C)o2)cc1
→ -11%, -29%
- Cc1ccc2nc(/C(C#N)=C\c3ccccc3OCc3ccccc3Cl)[nH]c2c1
→ 5%, -9%
- Cn1c(=O)[nH]c2cc(-c3noc(-c4ccc(C#N)cc4)n3)ccc21
→ -7%, -15%

Later entries
Every second line gives: UDG counterscr, AID inhibitor
- COc1ccc(NC(=O)Cn2cnc3sc(C)c(S(=O)(=O)N4CCN(c5ccccc5OC)CC4)c3c2=O)cc1OC
→ 13%, 50%[activator]
- Cc1cc(C)c(/C=C/c2onc(C)c2S(=O)(=O)N2CCC(C(=O)Nc3ccc(Cl)c(C(F)(F)F)c3)CC2)c(C)c1
→ -13%, ?
- Cn1c(=O)n(-c2ccc3c(c2)OCO3)c2nc(-c3ccc(Cl)cc3)nc(C(N)=O)c21
→ 8%, 91%[activator]
- CC(c1c(F)cccc1F)n1cnc2c1c(=O)n(C)c(=O)n2C (configuration not stated)
→ 5%, -9%
- Cc1cccc(NC(=S)NC2CCCCC2C)c1 (configuration not stated)
→ 4%, -5%
- CC(=O)Nc1ccc(NC(=O)c2cc(=O)c3ccccc3o2)cc1
→ -12%, 4%
- CCOc1ccccc1N(C)C(=O)c1c2c(nc3ccccc13)C(=O)N(C1CCCCC1)C2
→ 14%, ?
- CCCCn1c(=O)n(CCC#N)c(=O)c2c1nc(CO)n2CCC
→ 1%, 0%
- CCc1ccc(-c2cc(C)no2)cc1S(=O)(=O)NCc1ccco1
→ -18%, 10%
- COc1cc(NC(=O)COc2ccc3c(C)c(C)c(=O)oc3c2)cc(OC)c1OC
→ -2%, -7%
- N#C/C(=C/c1cccc([N+](=O)[O-])c1)c1ccc(C(F)(F)F)cn1
→ 4%, -17%
- CCc1ccc(NC(=O)c2ccc(NS(=O)(=O)c3c(C)noc3C)cc2)cc1
→ -5%, 6%
- CCC(=O)N1N=C(c2ccccc2)CC1c1ccc2nccnc2c1 (configuration not stated)
→ 5%, -7%
- Cc1ccc(S(=O)(=O)c2nnn3c2nc(Nc2ccc(C(C)C)cc2)c2sccc23)cc1C
→ ?, ?
- CCOc1ccc(OCC)c(S(=O)(=O)N2CCN(c3cccc(C)c3C)CC2)c1
→ -7%, ?
- COc1ccccc1N1CCN(S(=O)(=O)CCNC(=O)c2cc(=O)c3ccccc3o2)CC1
→ 1%, 5%
- O=S(=O)(NCCc1ccc(-n2cccn2)cc1)c1ccccc1
→ -5%, -3%
- Cc1ccc(C(=O)Nc2cc(-c3cn4cccnc4n3)ccc2C)cc1C
→ -3%, 1%
- Cc1cnc2c(c1SCCN1CCOCC1)c(=O)n(C)c(=O)n2C
→ ?, -8%
- CCc1ccc(NC(=O)Cn2nc(SC)c(S(=O)(=O)c3ccc(OC)cc3)c2N)cc1
→ 30%, 13%
- CC(=O)Nc1cccc(NC(=O)c2nn(-c3ccc(F)c(F)c3)c3c2CCC3)c1
→ -6%, -18%
- COc1ccc2ccc(OC(=O)c3ccc(CNC(C)=O)cc3)cc2c1
→ 6%, 5%
- COc1cccc(NC(=O)C2CC(=O)N(c3ccc(Br)cc3)C2)c1 (configuration not stated)
→ -4%, -5%
- CN(Cc1cccc(C#N)c1)C(=O)Cc1cccs1
→ -1%, 5%
- CC(C)CNC(=O)C(=O)Nc1c2c(nn1-c1ccc(Cl)cc1)CSC2
→ 2%, -5%
- CCCC(=O)Oc1c(Sc2ccc(Cl)cc2)c(C)nn1-c1ccccc1
→ -7%, ?
- CCOC(=O)Cc1ccc(NC(=O)N2CCC(CN3CCc4ccccc4C3)CC2)cc1
→ -3%, 0%
- Cc1ccccc1CC(=O)NC(C)c1ccncc1 (configuration not stated)
→ 2%, 12%
- CC(C)(C)C(=O)NC1(C(F)(F)F)C(=O)Nc2c1c(=O)[nH]c(=O)n2-c1ccccc1 (configuration not stated)
→ 2%, 9%
- COc1cc(Cl)ccc1OC(=O)c1cn(-c2ccccc2OC)c(=O)c2ccccc12
→ -14%, -20%
- CCCCCc1nn2cc(-c3ccccc3)nc2s1
→ 1%, 0%
- Oc1c(C(c2cccc(Cl)c2)N2CCOCC2)sc2nc(-c3ccco3)nn12 (configuration not stated)
→ -18%[57.5 µM], 0%
- CC(CNC(=O)Cn1ccc2cc(S(=O)(=O)N3CCCCC3)ccc21)c1ccccc1 (configuration not stated)
→ -16%[57.5 µM], -7%
- Cc1ccc(NC(=O)CCCc2nnc3n(C)c(=O)c4sccc4n23)cc1C
→ 3%, -7%
- Cc1cc(NC(=O)CN2C(=O)C(C)(C)c3ccccc32)ccc1Br
→ -12%[57.5 µM], -8%[57.5 µM]
- COc1ccc(C(=O)/C=C/c2cccs2)c(OC(=O)c2ccco2)c1
→ 10%, -14%
- Cc1ccc(NC(=O)c2oc3ccc(S(=O)(=O)N4CCOCC4)cc3c2C)c(C)c1
→ -8%, 7%
- CCC(=O)N1c2ccc(S(=O)(=O)NCCc3ccccc3)cc2CC1C (configuration not stated)
→ 1%, -3%
- COC(=O)c1ccc(NC(=O)CCn2cnnn2)c(C)c1
→ -2%, -7%
- O=C(Cn1ncc2c3ccccc3n(Cc3cccc(Cl)c3)c2c1=O)N1CCCCC1
→ -8%, -24%
- CC(Sc1nnc(-c2ccco2)n1C(C)C)C(=O)Nc1nccs1 (configuration not stated)
→ 49%[activator], -13%
- CC(C)Cc1nc2cccnc2n1C1CCN(S(=O)(=O)c2ccc(Br)s2)CC1
→ ?, ?
- O=C(Cn1ccn2nc(-c3ccccc3)cc2c1=O)NCc1ccc2c(c1)OCO2
→ 9%, -1%
- CC(=O)c1cccc(S(=O)(=O)N2CCN(c3ccccc3F)CC2)c1
→ -1%[57.5 µM], -25%
- COc1cccc(-n2c(SCc3ccc(F)cc3)nc3c([nH]c4ccccc43)c2=O)c1
→ -9%, ?
- CN1CCN(c2oc(COc3ccccc3F)nc2C#N)CC1
→ 1%, 3%
- CCOC(=O)c1sc2ccccc2c1S(=O)(=O)NCc1ccccc1OC
→ -8%, -16%

Only part of the results is shown, so the mix of outcomes need not match the whole.
